Screens deposited in PubChem by several laboratories.
Neddyl block: inhibitors of cullin neddylation, primary screen, biochemical, TR-FRET, uHTS, NAE and Ubc12 | NEDD8-conjugating enzyme Ubc12 (Homo sapiens) + NEDD8-activating enzyme E1 regulatory … | calls only at 25 µM | actives 0.58% (n = 360,000) | AID 651699, 2012; in the data active means inhibition above about 36%
bovine MsrA act: bovine MsrA enzyme activators, primary screen, biochemical, absorbance, HTS | actives 0.3% (n = 360,000) | purified bovine MsrA, absorbance read-out | Methionine sulfoxide reductase A (Bos taurus) | AID 602163, 2012 | activation, % at 10.6 µM; in the data active means activation above about 7.5%;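 further: 0% = vehicle and 100% = reference activator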
FAS TE block: FAS thioesterase domain inhibitors, primary screen, biochemical, fluorescence intensity, uHTS; actives 0.67% (n = 360,000); inhibition, % at 15 µM; Fatty acid synthase (Homo sapiens), P49327; recombinant FAS-TE, OMFH fluorogenic substrate, fluorescence endpoint; AID 602261, 2012;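 active means compounds whose normalised, plate-corrected inhibition of enzyme fluorescence in the single-dose primary screen is 50% or more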;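 further: 0% = DMSO with enzyme and 100% = substrate without enzyme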
PABP1 MLLE inh: inhibitors of PABP1 MLLE–PAM2 peptide binding, primary screen, biochemical, fluorescence polarization, FITC-PAM2, GST-MLLE. Polyadenylate-binding protein 1 (Homo sapiens), P11940. inhibition, % at 20 µM. actives 0.36% (n = 360,000); in the data active means inhibition above about 35%, passing the limit was not always enough;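 further: plate controls were DMSO wells with GST-MLLE for no effect and wells lacking GST-MLLE protein for full effect; some results filed as inactive read as strong as hits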
MsrA inh: bovine MsrA enzyme inhibitors, primary screen, biochemical, absorbance, HTS | purified bovine MsrA, absorbance read-out | inhibition, % at 15.5 µM | actives 0.75% (n = 360,000); in the data active means inhibition above about 4.5%;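 further: 0% = vehicle wells with enzyme and 100% = reference inhibitor wells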
CSN deneddyl inh: inhibitors of CSN-mediated cullin deneddylation, primary screen, biochemical, fluorescence polarization, uHTS. COP9 signalosome complex subunit 5 (Homo sapiens), Q92905. Purified CSN, SCF-Nedd8-OG deneddylation. inhibition, % at 12.5 µM. actives 0.38% (n = 360,000). AID 651999, 2013;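 active means pattern-corrected inhibition above about 35%, with an unprinted fluorescence ratio check between 0.5 and 1.5, limit read from the data, passing the limit was not always enough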;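 further: 0% = enzyme with substrate and 100% = substrate without enzyme; some results filed as inactive read as strong as hits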
Target sequence (Q92905 whole entry, looked up, one chain of several): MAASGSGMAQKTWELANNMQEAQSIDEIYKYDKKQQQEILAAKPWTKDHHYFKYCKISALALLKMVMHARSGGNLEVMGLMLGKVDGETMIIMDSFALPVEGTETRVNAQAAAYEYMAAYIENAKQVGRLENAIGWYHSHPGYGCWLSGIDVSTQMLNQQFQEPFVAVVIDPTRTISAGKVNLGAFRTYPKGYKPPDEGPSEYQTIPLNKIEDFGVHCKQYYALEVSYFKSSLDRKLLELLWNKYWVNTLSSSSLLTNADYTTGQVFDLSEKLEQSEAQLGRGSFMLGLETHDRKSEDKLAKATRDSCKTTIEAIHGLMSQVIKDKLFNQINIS
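Material: purified human Csn5 enzyme expressed in HEK293T cells / Medium: Tris buffer pH 7.5, NaCl, DTT, Tween-20, trehalose, ovalbumin / Compound dosing: 12.5 µM single point / Schedule: 90 min incubation of compound, enzyme and substrate at room temperature / Signal: fluorescence polarization of the substrate / Control set: no-enzyme wells high, enzyme-with-substrate wells low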
E coli Lon inh: inhibitors of E. coli Lon protease, primary screen, biochemical, fluorescence polarization; purified E. coli Lon protease; actives 0.42% (n = 360,000); AID 602123, 2011; inhibition, % at 7.94 µM; P0A9M0; in the data active means inhibition above about 13%, passing the limit was not always enough;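 further: 0% = enzyme with probe and DMSO and 100% = no enzyme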
Tb MetRS inh: T. brucei MetRS inhibitors, primary screen, biochemical, luminescence; methionyl-tRNA synthetase (Trypanosoma brucei brucei); purified T. brucei MetRS, ATP depletion, Kinase-Glo luminescence; inhibition, % at 11.9 µM; actives 0.4% (n = 360,000); AID 624268, 2012;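 active means inhibition above a per-plate cutoff of the control wells' mean inhibition plus 3 SD, cut at about 5.5% in these data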;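 further: 0% = DMSO wells median and 100% = median of wells with control inhibitor compound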
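Dosing: 11.9 µM single point; system: parasite MetRS enzyme; technique: luminescence of leftover ATP; times: 15 min enzyme-compound preincubation, 2 h reaction, 10 min detection, 25 °C; replicates: each compound tested once; read-out basis: percent inhibition relative to median high and low control wells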
Rin1 Abl inh: inhibitors of Rin1-Abl protein binding, primary screen, biochemical, TR-FRET; Tyrosine-protein kinase ABL1 (Homo sapiens) + Ras and Rab interactor 1 (Homo sapiens), …; inhibition, % at 7.35 µM; actives 0.4% (n = 360,000); AID 588664, 2011; in the data active means inhibition above about 5%, passing the limit was not always enough
Active calls of the source: *; i = inactive; · = no result given.

Sample of the layout:
Abbreviations: A = Neddyl block; B = bovine MsrA act; C = FAS TE block; D = PABP1 MLLE inh; E = MsrA inh; F = CSN deneddyl inh; G = E coli Lon inh; H = Tb MetRS inh; I = Rin1 Abl inh
1	CC1(C)CC(=O)C2=C(C1)OC(=O)C2(NC(=O)c1cccs1)C(F)(F)F (configuration not stated)
  A = i	B = -2.3	C = -9.3	D = 9.5	E = 0.4	F = 0.6	G = -1.2	H = -0.6	I = 1.2

2	CCCCC(=O)Nc1cc(C(=O)NCCc2ccccc2)ccc1Cl
  A = i	B = -6.2	C = -1.3	D = 2.2	E = 0.3	F = -3.8	G = -7.2	H = -1.0	I = 5.8

3	COc1ccc(NC(=O)Cn2nnc(-c3ccccc3F)n2)cc1
  A = i	B = -9.7	C = 1.3	D = 0.6	E = 1.3	F = -2.9	G = -4.7	H = -1.1	I = -0.4

4	COCCN(CC(=O)Nc1ccccc1C)S(=O)(=O)c1ccc(S(=O)(=O)N2CCCC2)cc1
  A = i	B = -1.6	C = -1.6	D = 5.9	E = 1.4	F = 0.6	G = -4.1	H = 0.5	I = 2.1

5	CCOC(=O)CCCCCC(=O)Nc1ccc2c(c1)CC(=O)N([C@@H](C)CO)C[C@H](C)[C@@H](CN(C)C(=O)Nc1ccc3c(c1)OCO3)O2
  A = i	B = 0.8	C = -6.5	D = 7.2	E = -0.9	F = -3.4	G = -2.1	H = 0.5	I = 9.9

6	S=C(NCCCc1ccccc1)Nc1ccccc1
  A = i	B = -0.9	C = -1.1	D = -32.3	E = -0.7	F = -2.7	G = -5.8	H = -0.1	I = -4.0

7	Cc1cc(C)nc(NC(=O)Nc2ccccc2C(F)(F)F)n1
  A = i	B = 0.4	C = 3.8	D = -7.9	E = 0.2	F = 3.6	G = -4.1	H = -0.1	I = 0.2

8	CCCCn1c(N)c(N(CC)C(=O)c2c(CC)noc2C)c(=O)[nH]c1=O
  A = i	B = -5.4	C = -5.9	D = 19.4	E = 0.2	F = 2.7	G = -0.9	H = -0.7	I = 1.6

9	COc1ccc(S(=O)(=O)N(C)CC(=O)Nc2ccccc2C(F)(F)F)cc1Cl
  A = i	B = -3.8	C = 11.4	D = 2.2	E = -0.8	F = -2.8	G = -5.5	H = -0.1	I = -3.1

10	CCCNC(=O)COC(=O)CCC(=O)c1cccs1
  A = i	B = -3.7	C = -8.1	D = 16.3	E = -1.6	F = 0.3	G = -6.9	H = -0.4	I = 4.5

All compounds of this part (from the top)
Abbreviations: A = Neddyl block; B = bovine MsrA act; C = FAS TE block; D = PABP1 MLLE inh; E = MsrA inh; F = CSN deneddyl inh; G = E coli Lon inh; H = Tb MetRS inh; I = Rin1 Abl inh
1	CC1(C)CC(=O)C2=C(C1)OC(=O)C2(NC(=O)c1cccs1)C(F)(F)F (configuration not stated)
  A = i	B = -2.3	C = -9.3	D = 9.5	E = 0.4	F = 0.6	G = -1.2	H = -0.6	I = 1.2

2	CCCCC(=O)Nc1cc(C(=O)NCCc2ccccc2)ccc1Cl
  A = i	B = -6.2	C = -1.3	D = 2.2	E = 0.3	F = -3.8	G = -7.2	H = -1.0	I = 5.8

3	COc1ccc(NC(=O)Cn2nnc(-c3ccccc3F)n2)cc1
  A = i	B = -9.7	C = 1.3	D = 0.6	E = 1.3	F = -2.9	G = -4.7	H = -1.1	I = -0.4

4	COCCN(CC(=O)Nc1ccccc1C)S(=O)(=O)c1ccc(S(=O)(=O)N2CCCC2)cc1
  A = i	B = -1.6	C = -1.6	D = 5.9	E = 1.4	F = 0.6	G = -4.1	H = 0.5	I = 2.1

5	CCOC(=O)CCCCCC(=O)Nc1ccc2c(c1)CC(=O)N([C@@H](C)CO)C[C@H](C)[C@@H](CN(C)C(=O)Nc1ccc3c(c1)OCO3)O2
  A = i	B = 0.8	C = -6.5	D = 7.2	E = -0.9	F = -3.4	G = -2.1	H = 0.5	I = 9.9

6	S=C(NCCCc1ccccc1)Nc1ccccc1
  A = i	B = -0.9	C = -1.1	D = -32.3	E = -0.7	F = -2.7	G = -5.8	H = -0.1	I = -4.0

7	Cc1cc(C)nc(NC(=O)Nc2ccccc2C(F)(F)F)n1
  A = i	B = 0.4	C = 3.8	D = -7.9	E = 0.2	F = 3.6	G = -4.1	H = -0.1	I = 0.2

8	CCCCn1c(N)c(N(CC)C(=O)c2c(CC)noc2C)c(=O)[nH]c1=O
  A = i	B = -5.4	C = -5.9	D = 19.4	E = 0.2	F = 2.7	G = -0.9	H = -0.7	I = 1.6

9	COc1ccc(S(=O)(=O)N(C)CC(=O)Nc2ccccc2C(F)(F)F)cc1Cl
  A = i	B = -3.8	C = 11.4	D = 2.2	E = -0.8	F = -2.8	G = -5.5	H = -0.1	I = -3.1

10	CCCNC(=O)COC(=O)CCC(=O)c1cccs1
  A = i	B = -3.7	C = -8.1	D = 16.3	E = -1.6	F = 0.3	G = -6.9	H = -0.4	I = 4.5

11	COc1ccc(C(=O)NCCCN2CCCC2=O)cc1S(=O)(=O)N1CCOCC1
  A = i	B = -3.0	C = -5.7	D = 10.6	E = -0.1	F = 4.9	G = 1.2	H = -0.3	I = 0.6

12	Cc1cccc(C)c1NC(=S)N(c1ccccc1)C(C)C
  A = i	B = -1.9	C = -9.2	D = 18.1	E = -1.0	F = -8.6	G = -3.1	H = -0.5	I = 2.1

13	Cc1ccn(CC(=O)NC2CC(C)(C)Cc3c2cnn3-c2ccc(F)cc2)n1 (configuration not stated)
  A = i	B = 1.6	C = -7.9	D = -7.8	E = -0.4	F = 3.1	G = -14.0	H = 0.0	I = 0.8

14	COc1ccccc1C(=O)NC1CC2CCCC(C1)N2Cc1ccccc1 (configuration not stated)
  A = i	B = -1.0	C = -2.7	D = 4.5	E = -1.2	F = -1.5	G = -11.6	H = -0.2	I = 3.4

15	C[C@@]12CCC3[C@@](CC[C@@H]4[C@](C)(C(=O)O)CCC[C@@]34C)(C[C@H]1O)C2 (some centres not stated)
  A = i	B = -3.0	C = -3.8	D = -9.9	E = 1.6	F = -1.7	G = -2.4	H = -0.7	I = -1.8

16	CN(C)c1ccc(/C=[N+](\[O-])C2N(c3ccccc3)C(=S)SC2(C)C)cc1 (configuration not stated)
  A = i	B = -2.7	C = -8.0	D = 31.4	E = 2.7	F = -12.0	G = 12.8	H = -0.6	I = -2.4

17	CN(CC(=O)Nc1ccc(F)cc1)C(=O)CN1C(=O)NC(CCc2ccccc2)C1=O (configuration not stated)
  A = i	B = 0.4	C = -0.4	D = -17.3	E = 0.8	F = 0.0	G = -17.1	H = 0.0	I = -1.9

18	CCC(C)NC(=O)CSc1nnc(-c2ccncc2)n1-c1ccc(OC)cc1 (configuration not stated)
  A = i	B = -1.1	C = 0.0	D = -4.0	E = -1.6	F = 2.8	G = 8.5	H = 1.3	I = -0.6

19	CS(=O)(=O)Nc1ccc(C(=O)Nc2ccc3c(c2)OCO3)cc1
  A = i	B = -8.4	C = -2.6	D = 1.3	E = 0.4	F = -8.9	G = -9.2	H = -0.2	I = 2.6

20	C[C@]12c3[nH]c4ccccc4c3CCN1C(=O)C(CC(=O)NCCc1ccccn1)C[C@@H]2C(=O)N1CCCCC1 (some centres not stated)
  A = i	B = 3.7	C = -7.1	D = 10.3	E = -0.5	F = 3.5	G = 8.2	H = -1.3	I = 0.0

21	CSc1nc(C)c2c(n1)N(c1ccc(C(F)(F)F)cc1)CC2
  A = i	B = 1.1	C = -2.2	D = -7.7	E = -0.2	F = 5.3	G = 3.9	H = 0.0	I = 0.0

22	CC(=O)n1nc(-c2ccco2)nc1SCc1ccccc1
  A = i	B = -5.4	C = 3.6	D = 1.2	E = ·	F = 26.5	G = -4.2	H = 1.4	I = 1.4

23	O=C(COc1ccccc1-c1ccccc1)NCc1cccc(Cl)c1
  A = i	B = -2.5	C = 31.5	D = -14.0	E = 0.4	F = 0.7	G = -4.3	H = -0.4	I = -3.3

24	COCCCNC(=O)CN(c1cc(Cl)ccc1OC)S(=O)(=O)c1ccc(C)c([N+](=O)[O-])c1
  A = i	B = -2.9	C = 2.5	D = 5.7	E = -1.2	F = -1.9	G = 6.1	H = -0.5	I = -2.0

25	COc1ccc(-c2nn(CCC(=O)O)cc2/C=N/NC(N)=S)cc1
  A = i	B = -1.2	C = -6.0	D = -17.3	E = 0.5	F = 4.1	G = -5.3	H = 0.1	I = -1.9

26	CC(=O)OCC1OC(Nc2cccc(C)c2)C(OC(C)=O)C(OC(C)=O)C1OC(C)=O (configuration not stated)
  A = i	B = -1.4	C = -6.4	D = 10.4	E = -2.2	F = 0.2	G = -16.4	H = 0.6	I = 2.5

27	Cn1cc(C(=O)C(=O)NC2CC2)c2ccccc21
  A = i	B = -0.6	C = -8.0	D = 2.8	E = 1.1	F = -4.8	G = -22.1	H = 0.5	I = -1.4
